Source: PubChem BioAssay
GSK3B inh: inhibitors of human GSK3beta kinase. P49841. GST-GSK3beta kinase, ADP-Glo luminescence, 60 min; active compounds read low. activity score (negative = inhibition), % at 10 µM. 0.038% of 300,000 active;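 active = more than half of replicate wells score below -50%, meaning over 50% inhibition versus plate controls; inconclusive = some replicates but at most half score below -50%; inactive = no replicate scores below -50%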;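 note: 0% = median DMSO wells and -100% = median GW8510 positive control wells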
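Assay system: GST-fused GSK3beta enzyme, cell-free / Medium: Tris pH 7.5 buffer with MgCl2, DTT, BSA, heparin / Also added: peptide substrate plus 25 µM ATP (final) / Compound: 10 µM single point / Timing: kinase reaction with compound 60 min at room temperature / Detection: ADP-Glo luminescence / Benchmarks: DMSO neutral wells and GW8510 at 20 µM as positive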
HSP90 inh: inhibitors of HSP90 luciferase refolding in rabbit reticulocyte lysate; luciferase refolding luminescence, 3 h; inhibition, % at 5.6 µM; 0.91% of 290,000 active;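 active = inhibition above the screen-wide mean plus 3 SD, computed separately per campaign, cut at about 16% in these data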;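 note: 0% = DMSO wells and 100% = 60 µM geldanamycin wells; inhibitors lower the luminescence because luciferase stays unfolded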
Dyrk1A ADPGlo: inhibitors of rat Dyrk1A kinase | Q63470 | ADP-Glo luminescence, NFATc1 peptide | inhibition, % at 12.5 µM | 0.43% of 310,000 active | AID 504441; in the data active = inhibition above about 50%;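 note: plate controls were vehicle with enzyme for no effect and no enzyme for full effect; many of its hits are not listed in these tables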
PolyA inh: blocks polyadenylation in yeast reporter cells. S. cerevisiae SKY197-pL101 polyadenylation reporter, beta-gal luminescence; efflux-impaired pdr1/pdr3 knockout yeast; score 100 = 6 SD above DMSO. calls only at 12 µM. 0.02% of 300,000 active. AID 1875;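 active = lowest replicate activity score at least 50, where 100 means six control SD above control mean; inconclusive = lowest score under 50 but half or more replicates reach 50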;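 note: yeast exposed to compound for 9 h at 30 °C; higher score means more reporter readthrough which indicates perturbed polyadenylation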
AI-2 QS mod: Vibrio harveyi AI-2 quorum sensing modulation. 0.4% of 300,000 active. Vibrio harveyi JMH597 AI-2 luminescence/OD600 ratio, 9 h; active compounds read low; strain lacks LuxN and CqsS sensors; 0 = neutral-control median. activity change, % at 7.5 µM; in the data active = activity change below about -75%, passing the limit was not always enough; inconclusive = no clear call, values can overlap the other calls;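 note: luminescence divided by OD600 gain over 9 h not by final OD600 alone; inactives centre near 13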
GSK3A inh: inhibitors of human GSK-3 alpha kinase; P49840; ADP-Glo luminescence, 60 min; inhibition, % at 10 µM; 0.1% of 320,000 active;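 in the data active = inhibition above about 50%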;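 note: GST-tagged GSK-3 alpha with peptide substrate and 25 µM ATP; 0% = DMSO neutral wells and 100% = GW8510 positive control wells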
Target sequence (P49840 whole entry, looked up): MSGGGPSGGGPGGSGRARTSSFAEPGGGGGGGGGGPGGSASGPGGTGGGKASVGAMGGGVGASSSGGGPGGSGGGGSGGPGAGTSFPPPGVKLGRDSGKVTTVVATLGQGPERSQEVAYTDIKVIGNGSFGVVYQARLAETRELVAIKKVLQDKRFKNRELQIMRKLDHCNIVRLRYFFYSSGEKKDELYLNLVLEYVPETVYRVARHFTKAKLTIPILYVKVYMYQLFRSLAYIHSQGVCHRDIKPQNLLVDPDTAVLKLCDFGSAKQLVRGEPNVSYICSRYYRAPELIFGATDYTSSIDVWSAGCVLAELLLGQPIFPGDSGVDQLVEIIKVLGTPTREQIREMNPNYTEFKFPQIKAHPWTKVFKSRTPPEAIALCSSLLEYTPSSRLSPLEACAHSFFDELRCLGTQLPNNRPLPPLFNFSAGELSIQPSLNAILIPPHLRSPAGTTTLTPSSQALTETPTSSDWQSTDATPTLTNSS
HSF1 activator: increases HSF-1 driven luciferase reporter signal. NIH3T3-HGL HSF-1 luciferase reporter, MG132, 8 h; 100% = twice DMSO control signal. activation, % at 9 µM. 1.7% of 300,000 active. AID 504408;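 active = mean replicate activation of at least 50% with a set share of replicates each reaching 50%; inconclusive = only one of those two conditions met; inactive = mean below 50% and too few replicates reaching it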;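 note: 0% = median of the neutral control wells and 100% = twice that signal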
HDAC3 inh: inhibitors of human histone deacetylase 3; recombinant HDAC3, fluorogenic peptide/trypsin coupled, fluorescence; O15379; 0.15% of 320,000 active; inhibition, % at 8.3 µM; AID 2718; in the data active = inhibition above about 26%, passing the limit was not always enough; inconclusive = no clear call, values can overlap the other calls
Target sequence (O15379 whole entry, looked up): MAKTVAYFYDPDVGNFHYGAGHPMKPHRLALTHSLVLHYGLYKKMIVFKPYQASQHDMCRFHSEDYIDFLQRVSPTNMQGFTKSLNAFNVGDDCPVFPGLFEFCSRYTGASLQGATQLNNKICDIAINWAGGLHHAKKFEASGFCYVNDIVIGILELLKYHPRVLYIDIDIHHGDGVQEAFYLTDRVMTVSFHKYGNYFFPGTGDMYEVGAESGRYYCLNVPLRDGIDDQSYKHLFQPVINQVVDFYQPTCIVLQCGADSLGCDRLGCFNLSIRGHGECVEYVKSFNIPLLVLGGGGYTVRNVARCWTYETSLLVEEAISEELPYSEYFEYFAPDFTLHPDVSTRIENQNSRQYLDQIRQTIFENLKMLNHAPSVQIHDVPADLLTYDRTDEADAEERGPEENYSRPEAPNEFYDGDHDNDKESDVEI
Platelet DG rel: platelet dense granule release activity. human platelet-rich plasma, SFLLRN dense granule ATP release, luminescence. inhibition, %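 (compounds screened at 7.5 µM in platelet-rich plasma)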. 0.22% of 300,000 active. AID 1663;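 active = mean replicate score, as percent of positive control, at or above 50; inconclusive = mean below 50 but at least one replicate at or above 50; inactive = mean and every replicate below 50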
HSF1 inh: HSF1 inhibition | 0.77% of 300,000 active | activity change, negative = inhibition, % at 7.5 µM (by protocol) | NIH3T3-HGL HSE-luciferase, MG132-induced, luminescence 8 h; active compounds read low;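 active = more than half of replicate wells show activity change below -50%, luminescence cut by over half; inconclusive = some wells, but at most half, below -50%; inactive = no replicate well below -50%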;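 note: luciferase reports HSF-1 transcriptional activity via heat shock element; 0% = median of DMSO wells and -100% = zero luminescence signal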
* = called active by the depositor; i = inactive; ? = inconclusive; nt = not tested or not shown. A portion of the library (hit frequency here may not be typical).

GSK3B inh	HSP90 inh	Dyrk1A ADPGlo	PolyA inh	AI-2 QS mod	GSK3A inh	HSF1 activator	HDAC3 inh	Platelet DG rel	mol	HSF1 inh
-2	0	-1	i	12	-2	3	-13	-21	O=C(Nc1ccc(F)cc1)c1cc(-c2ccncc2)nc2c(Cl)cccc12	-2
3	-2	3	i	3	0	2	-3	6	C=CCn1cc(CN2CCC(C(=O)Nc3cccc(-c4cccc(F)c4)c3)CC2)c(C)n1	3
1	3	nt	i	19	-2	63*	-7	2	Cc1ccc(O)c(C(=O)c2cnc3c(c2)c(-c2ccc(F)cc2)c(C#N)c(=O)n3C)c1	34
0	1	6	i	32	-1	nt	?	nt	CC(/C=N/NC(=O)Cn1cnc2c1c(=O)n(C)c(=O)n2C)=C\c1ccco1	nt
2	2	9	i	35	0	-12	0	3	C=CCOc1ccccc1CNCc1ccc(F)cc1	-8
-1	1	50*	i	14	1	18	12	-1	COC(=O)CSc1nc(N)c(C#N)c(C(C)C)c1C#N	1
6	1	nt	i	13	0	-6	-1	1	COc1ccc(NC(=S)N(CCCN2CCCC(C)C2)Cc2cccs2)cc1 (centres undefined)	-2
-1	9	6	i	37	-1	-82	-9	3	CC(C)c1ccc(NC(=O)Nc2cc3sccc3n2C)cc1	-77*
-4	-1	-2	i	20	-3	9	2	-3	Cc1cc(N2C(=O)C3C4CC(c5ccccc5)C(C4)C3C2=O)no1 (centres undefined)	9
4	-6	-7	i	5	2	9	?	-4	O=C(CSc1nc2ccccc2o1)N/N=C/c1ccccc1	7
3	-6	-6	i	17	-1	6	-4	4	O=C(O)c1ccc2c(c1)C(=O)N(c1nccs1)C2=O	0
-1	-1	9	nt	4	-1	nt	1	nt	Cc1cc(C(=O)OCC(=O)NCc2ccco2)c(C)o1	nt
1	-2	-2	i	34	-1	39	11	9	O=[N+]([O-])c1ccc(COc2ccc(-c3[nH]ncc3-c3ccc(Cl)cc3)c(O)c2)cc1	3
2	-1	-7	i	17	-2	16	0	-11	CC(=O)Nc1cccc(C(=O)NC2CCCc3c2cnn3-c2cc(C)cc(C)c2)c1 (centres undefined)	6
4	-1	-2	i	11	5	-10	2	1	CC1CC2(C)Oc3ccccc3CC2C(C)C1CNCCCN(C)C (centres undefined)	-13
-4	5	-3	i	13	1	1	-2	-8	CCOC(=O)C(=O)Nc1nc(-c2ccccc2)c(CC)s1	-1
-2	nt	-2	i	20	-34	-2	-5	3	CCOC(=O)C1CCN(C(=O)COC(=O)c2ccc3[nH]c4c(c3c2)CCCC4)CC1	2
nt	1	-3	i	nt	1	-21	6	13	Cc1ccsc1/C=N/NC(=O)c1nnn(-c2nonc2N)c1C	-9
-7	13	-2	i	11	-1	4	14	-8	Cc1cccc2c(N=Nc3ccc(S(=O)(=O)Nc4cccc(Cl)c4)cc3[N+](=O)[O-])c(O)[nH]c12	3
1	-5	21	i	19	1	6	-4	0	Cc1ccc(CN2CCC(n3nccc3NC(=O)CCOc3ccccc3)CC2)o1	-5

Some of the entries so far, with two lines to a compound.
The line under a structure holds: GSK3B inh	HSP90 inh	Dyrk1A ADPGlo	PolyA inh	AI-2 QS mod	GSK3A inh	HSF1 activator	HDAC3 inh	Platelet DG rel	HSF1 inh
CCOC(=O)C1CCN(C(=O)COC(=O)c2ccc3[nH]c4c(c3c2)CCCC4)CC1
 : -2	nt	-2	i	20	-34	-2	-5	3	2
Cc1ccsc1/C=N/NC(=O)c1nnn(-c2nonc2N)c1C
 : nt	1	-3	i	nt	1	-21	6	13	-9

3 entries out of the list above, ordered by the value under HSF1 inh, low to high.
Molecule | HSF1 inh
Cc1ccsc1/C=N/NC(=O)c1nnn(-c2nonc2N)c1C | -9
CCOC(=O)C(=O)Nc1nc(-c2ccccc2)c(CC)s1 | -1
O=[N+]([O-])c1ccc(COc2ccc(-c3[nH]ncc3-c3ccc(Cl)cc3)c(O)c2)cc1 | 3

The list continues:
GSK3B inh	HSP90 inh	Dyrk1A ADPGlo	PolyA inh	AI-2 QS mod	GSK3A inh	HSF1 activator	HDAC3 inh	Platelet DG rel	mol	HSF1 inh
3	-1	4	i	7	-2	11	-4	-13	Cc1cc(Cl)ccc1OCCCC(=O)NCc1ccncc1	-5
3	2	-5	i	14	-1	-31	-6	5	O=C(O)c1ccc2c(c1)-c1nc3ccccc3n1C2=O	-18
-3	-2	1	i	25	0	-10	1	-4	Cc1cc(C)cc(N(CC(=O)NCC2CCCO2)C(=O)CCC(=O)Nc2cc(C)on2)c1 (centres undefined)	-2
1	64*	0	i	14	nt	5	nt	14	COc1ccc2c(c1OC)C(=O)OC2Nc1nc(-c2cc3ccccc3oc2=O)cs1 (centres undefined)	-1
1	4	1	i	14	-2	-10	8	0	COc1ccc(N=C2SC(C(=O)O)CC(=O)N2Cc2ccc(OC)c(OC)c2)cc1 (centres undefined)	-8
nt	2	-2	i	nt	-1	-14	-7	5	CC(C)NC(=O)c1ccc2c(c1)N(CC(=O)N1CCCC1)C(=O)C(C)(C)O2	-3
0	nt	-4	i	12	-1	10	-9	-2	CCC1(c2ccc(F)cc2)NC(=O)N(CC(=O)Nc2cccc(S(=O)(=O)N3CCCCC3)c2)C1=O (centres undefined)	1
0	3	3	i	18	-4	7	2	-12	CCOc1ccc(C(=O)NC(=S)N2CCN(c3ccc(C(F)(F)F)cc3[N+](=O)[O-])CC2)cc1	0
0	nt	8	i	17	-3	-15	-1	5	O=C(CN1C(=O)NC2(CCCC2)C1=O)c1ccc(Cl)s1	4
-2	-1	0	i	2	-1	-9	2	-6	CC(=O)c1ccc(NC(=O)c2ccc(NC(=O)CCS(=O)(=O)c3cccs3)cc2)cc1	-6
2	-3	0	i	19	2	17	-16	0	CSc1ccc(/C=C/C(=O)OCC(=O)NC(C)C)cc1	2
2	-2	4	i	20	-1	3	-2	-3	CC(C)(C)c1cc2ncnc(N3CCCCC3)c2s1	1
-7	nt	3	i	20	-1	-11	-1	-3	COC(=O)c1c(NC(=O)COC(=O)c2ccccn2)sc(C)c1C	-4
-3	1	nt	i	16	1	23	5	-2	COc1cc(CN2CCC(C(=O)NCCC(C)C)CC2)ccc1OCc1ccccc1	19
-2	-7	1	nt	11	-1	-6	-14	-9	COc1ccc(NC(=O)c2sc3nc(N4CCOCC4)c4c(c3c2N)CCCC4)c(OC)c1	-4
-5	-5	0	i	21	1	-7	-1	3	CSc1cccc(NC(=O)COc2ccccc2C)c1	7
2	4	nt	i	5	-3	16	-1	-5	CC1CCc2sc(C(=O)NCc3ccc(F)cc3)cc2C1 (centres undefined)	6
-1	0	-3	i	46	-1	5	2	-3	COc1ccc(C(C(=O)NC(C)(C)C)N(CC2CCCO2)C(=O)CCC(=O)Nc2cc(C)on2)cc1 (centres undefined)	-4
-2	1	-5	i	7	-3	nt	3	nt	CCCCP(=O)(CCCC)c1ccccc1C(=O)O	nt
-1	-1	6	i	7	1	15	1	0	CCN1CCN(CCCN(Cc2ccco2)C(=S)Nc2ccc(Cl)cc2)CC1	6

Brought forward from above: 2 entries; new compounds follow.
GSK3B inh	HSP90 inh	Dyrk1A ADPGlo	PolyA inh	AI-2 QS mod	GSK3A inh	HSF1 activator	HDAC3 inh	Platelet DG rel	mol	HSF1 inh
-2	1	-5	i	7	-3	nt	3	nt	CCCCP(=O)(CCCC)c1ccccc1C(=O)O	nt
-1	-1	6	i	7	1	15	1	0	CCN1CCN(CCCN(Cc2ccco2)C(=S)Nc2ccc(Cl)cc2)CC1	6
-3	3	0	i	3	-1	15	5	4	O=C(O)CC(C(=O)NCc1ccccc1)C1CCCO1 (centres undefined)	-1
-2	-3	-5	i	14	-2	6	-6	1	O=C(NNc1ccc(F)cc1F)C1CCC1	2
-1	1	-1	i	13	9	29	-1	-21	Cc1ccc(CS(=O)(=O)Cc2ccc(C(=O)NCCCN3CC(C)CC(C)C3)o2)cc1 (centres undefined)	3
-2	nt	18	i	9	-1	16	8	-4	COCCn1c(SCC(=O)N2CCCC2=O)nc2sc(C)c(C)c2c1=O	4
nt	4	1	i	nt	3	-9	2	-11	Cc1ccc(C(C)C)c(OCCNCCc2ccccc2)c1	-5
3	3	9	i	9	0	9	0	-8	COc1ccccc1Nc1nc(-c2sc(NC(=O)CC(C)C)nc2C)cs1	7
-6	-3	5	i	22	29	10	6	-5	CCc1nnc(NS(=O)(=O)c2ccc(N/C=C(\C=O)c3nc4cc(Cl)ccc4o3)cc2)s1	-4
-1	3	-6	i	-83*	0	35	-4	2	COC(=O)CSc1nnc(COc2cccc3ccccc23)o1	-2
0	0	-5	i	27	1	-18	4	4	Cc1cc(NC(=O)c2cc([N+](=O)[O-])cc([N+](=O)[O-])c2C)no1	-3
1	-8	-5	i	18	-1	6	4	-2	O=C(CCCn1c(=S)[nH]c2ccc(Br)cc2c1=O)NCc1ccccn1	-7
-1	3	5	i	4	-3	-2	-5	2	O=C(c1cn(-c2ccccc2)nc1-c1ccncc1)n1nnc2ccccc21	1
1	9	2	i	17	0	-2	1	6	CCC(c1nnnn1CC1CCCO1)N(CCCO)Cc1cc2cccc(C)c2[nH]c1=O (centres undefined)	3
1	2	0	i	3	-1	12	3	14	O=C1N/C(=C\c2ccc(N3CCOCC3)c(F)c2)C(=O)N1Cc1ccccc1	8
0	1	5	i	37	-2	-6	-1	-2	CCC(C)[C@H](NC(=O)N1CC(=O)Nc2ccccc21)C(=O)N[C@@H](Cc1c[nH]c2ccccc12)C(=O)O (some centres undefined)	-5
nt	2	-9	nt	nt	2	nt	1	nt	COc1ccc(S(=O)(=O)CCC(=O)O)cc1	nt
1	-3	-2	i	3	-3	15	0	0	Cc1cccc(N=Nc2c(C)[nH]n(-c3ccccc3)c2=O)c1	4
-7	-3	-5	i	23	4	-7	7	-1	CCCN1CCN(c2ncnc3c2nnn3Cc2ccccc2)CC1	-10
-1	3	nt	i	23	-1	-2	-3	4	O=C(COc1ccc([N+](=O)[O-])cc1)Nc1ccc(CN2CCOCC2)cc1	-5
